BioA inh: inhibitors of Mycobacterium tuberculosis BioA enzyme | AID 602481 | 0.096% of 360,000 active | inhibition, % at 9.99 µM | purified M. tuberculosis BioA enzyme, plate reader; in the data active means inhibition above about 40%; inconclusive means no clear call, values can overlap the other calls
PrPC TRFRET: inhibitors of human cell surface prion protein PrPC | 0.43% of 370,000 active | AID 720596 | inhibition, % at 13.8 µM | TR-FRET read-out | P04156; in the data active means inhibition above about 24%; further: 0% = median of the test wells and 100% = reference compound wells
BoNT F protease: inhibitors of Botulinum neurotoxin F light chain protease | Multiplex microsphere protease cleavage assay, flow cytometry | inhibition, % at 10 µM | 0.22% of 360,000 active | AID 588497; in the data active means inhibition above about 35%, passing the limit was not always enough; inconclusive means no clear call, values can overlap the other calls; further: plate controls were buffer without enzyme for full effect and enzyme alone for no effect
GDH-TPI counter: counter-screen for M. tuberculosis FBA inhibitors: GDH-TPI coupled enzymes; GDH-TPI coupled enzyme counterscreen, NADH absorbance; inhibition, % at 4.8 µM; 1.2% of 360,000 active; AID 588335; in the data active means inhibition above about 30%;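 further: 0% = DMSO wells and 100% = wells lacking the enzyme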
MazEF act: increases E. coli MazEF RNase cleavage of RNA; AID 504720; 0.32% of 350,000 active; P0AE70; FAM/BHQ RNA-DNA oligo cleavage fluorescence, 5 h; activation, % at 20 µM; in the data active means activation above about 50%
Target sequence (P0AE70 whole entry, looked up): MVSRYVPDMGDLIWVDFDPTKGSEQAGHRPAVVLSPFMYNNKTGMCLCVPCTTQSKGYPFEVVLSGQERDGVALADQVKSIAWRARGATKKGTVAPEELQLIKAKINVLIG
FadD28 binding: inhibitors of Mycobacterium tuberculosis FadD28 bisubstrate binding; FadD28 bisubstrate probe binding, fluorescence polarization; 0.22% of 360,000 active; inhibition, % at 12.5 µM; AID 588549; in the data active means inhibition above about 8.5%, passing the limit was not always enough; inconclusive means no clear call, values can overlap the other calls
Rv3671c protease: inhibits the M. tuberculosis serine protease Rv3671c; inhibition, % at 5.96 µM; 0.048% of 320,000 active; in the data active means inhibition above about 38%;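 further: extracellular domain of Rv3671c used as enzyme; 0% = enzyme with DMSO and 100% = no enzyme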
Target sequence (P9WHR9 whole entry, looked up, the tested form may be a part): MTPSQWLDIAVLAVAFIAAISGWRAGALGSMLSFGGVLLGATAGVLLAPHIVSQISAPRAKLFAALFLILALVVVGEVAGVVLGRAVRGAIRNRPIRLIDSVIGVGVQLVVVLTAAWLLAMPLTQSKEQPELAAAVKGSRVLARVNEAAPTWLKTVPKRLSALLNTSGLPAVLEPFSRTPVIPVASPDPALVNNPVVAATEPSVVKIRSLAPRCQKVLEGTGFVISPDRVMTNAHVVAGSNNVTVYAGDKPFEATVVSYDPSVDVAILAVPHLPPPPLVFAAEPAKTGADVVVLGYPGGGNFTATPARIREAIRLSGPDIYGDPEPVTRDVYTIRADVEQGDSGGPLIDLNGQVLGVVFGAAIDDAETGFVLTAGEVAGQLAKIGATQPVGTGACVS
Mtb UGM inh: inhibitors of M. tuberculosis UDP-galactopyranose mutase; purified UGM, fluorescence polarization probe displacement; inhibition, % at 10 µM; 0.06% of 320,000 active; AID 504406; in the data active means inhibition above about 10%, passing the limit was not always enough; inconclusive means no clear call, values can overlap the other calls
Target sequence (P9WIQ1 whole entry, looked up): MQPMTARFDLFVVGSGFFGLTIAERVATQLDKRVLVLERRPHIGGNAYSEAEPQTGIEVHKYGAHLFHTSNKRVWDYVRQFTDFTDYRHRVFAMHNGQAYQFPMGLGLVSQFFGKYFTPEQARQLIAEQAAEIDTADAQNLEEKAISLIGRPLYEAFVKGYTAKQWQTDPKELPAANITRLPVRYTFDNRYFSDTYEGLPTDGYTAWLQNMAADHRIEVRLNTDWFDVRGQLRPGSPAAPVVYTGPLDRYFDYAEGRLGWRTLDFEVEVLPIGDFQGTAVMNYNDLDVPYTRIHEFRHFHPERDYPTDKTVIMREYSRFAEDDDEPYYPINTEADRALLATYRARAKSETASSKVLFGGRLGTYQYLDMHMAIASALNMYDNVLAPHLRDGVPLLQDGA
FBA Mtb inh: inhibitors of M. tuberculosis fructose-bisphosphate aldolase | purified M. tuberculosis FBA, fluorescence read-out | P9WQA3 | inhibition, % at 1 µM | AID 588726 | 2.3% of 360,000 active; in the data active means inhibition above about 27%;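 further: 0% = vehicle and 100% = reference inhibitor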
Active calls of the source: *; ? = inconclusive; · = no result given; + = active, no number.

SMILES	BioA inh	PrPC TRFRET	BoNT F protease	GDH-TPI counter	MazEF act	FadD28 binding	Rv3671c protease	Mtb UGM inh	FBA Mtb inh
CCOC(=O)C1CCCN(C(=O)c2cc3nc(-c4cccc(OC)c4)cc(C(F)(F)F)n3n2)C1 (stereo unspecified)	0.9	-8	-18	10	-3	-5.3	-8	0.1	0
Cc1nn(-c2ccccc2)nc1-c1nnc(-c2ccc(C(F)(F)F)cc2)o1	-0.6	-5	?	2	5	-2.2	0	2.6	-4
Cc1c(OCC(=O)NC(Cc2c[nH]c3ccc(O)cc23)C(=O)O)ccc2c3c(c(=O)oc12)CCC3 (stereo unspecified)	0.3	5	-9	16	2	0.6	-5	4.8	7
NS(=O)(=O)c1ccc(NC=C2C(=O)OC3(CCCCC3)OC2=O)cc1	0.7	2	1	32*	2	1.1	-5	1.6	-1
O=C(O)c1ccc(COc2c(F)c(F)cc(F)c2F)cc1	-0.9	0	-7	5	1	0.0	-3	-2.8	0
CCOC(=O)C(CSCc1ccccc1)NC(=O)OC(C)(C)C (stereo unspecified)	-0.5	3	-7	2	-19	-0.9	5	0.6	-2
C=CCN(c1nc(C)c(Br)c(OC)n1)S(=O)(=O)c1ccc(C)cc1	-0.6	2	-7	-7	-10	-3.8	0	0.1	-3
O=C1C=C(NS(=O)(=O)c2ccccc2)C(=O)c2ccccc21	-1.7	-3	-14	11	-3	·	·	·	-3
COCCNc1cc(C)nc2c3c(C)cc(C)nc3nn12	0.4	2	0	4	3	0.5	-1	3.1	+
COc1ccc(N2C(=O)CC(Sc3ncccc3C(=O)O)C2=O)cc1 (stereo unspecified)	-0.2	8	-20	-8	-2	-0.5	5	-2.0	0
CCN1CCN(C(=O)c2ccc(CNS(=O)(=O)c3cccc(OC)c3)cc2)CC1	-0.5	-3	6	-2	-2	0.3	·	-3.4	3
O=C(c1cccn2c(=O)c3ccccc3nc12)N1CCN(Cc2ccc3c(c2)OCO3)CC1	24	-12	0	20	1	-2.5	6	·	23
O=[N+]([O-])c1cccc(/C=N/Nc2ncc(Br)cn2)c1	-1.0	-5	18	23	2	-1.9	4	-0.3	144*
CCn1c(SCC(=O)c2ccc(Cl)cc2)nnc1C(C)C	-6.8	5	2	15	-1	-1.1	-5	3.6	-4
O=C(c1ccc(Cl)cc1)C1CCCN(Cc2cccc3ncccc23)C1 (stereo unspecified)	·	13	-7	3	6	-2.9	6	1.2	1
C=C1C(=O)O[C@H]2C[C@]3(C)C([C@@H](OC(=O)/C(C)=C/C)[C@H]12)[C@](C)(O)CC[C@H]3O (stereo partly specified)	0.4	15	3	9	8	1.9	-4	0.8	3
CC(C)(C)c1ccc(C(=O)N2CCN(CCNC(=O)C(=O)Nc3ccc(F)cc3)CC2)cc1	9.1	3	-26	0	4	-0.4	-16	-0.6	0
CC(OC(=O)C1CC1C)C(=O)Nc1ccc(Cl)cn1 (stereo unspecified)	-2.1	-4	10	9	1	-1.8	·	·	4
O=C(CSc1nc2ccccc2c(=O)n1-c1ccccc1F)N1CCOCC1	36	4	-8	3	16	-2.6	5	-1.4	1
Cc1ccc(S(=O)(=O)N(C)c2ccc(OC(=O)COc3ccccc3)cc2)cc1	2.8	8	12	-2	-13	-1.4	0	1.5	5
COc1ccc(-c2cc(-c3nnc(COC(=O)CC4CC5CCC4C5)o3)c3ccccc3n2)cc1OC (stereo unspecified)	·	-12	5	18	-19	-3.0	-26	-1.1	5
O=C(C1CC(=O)N(c2ccccc2F)C1)N1CCOCC1 (stereo unspecified)	-0.8	2	-5	-2	5	-0.9	-4	1.0	-2
CC(=O)OC1C(N2CCCCC2)c2c(ccc(/C=C/C(=O)N3CCCCC3)c2O)OC1(C)C (stereo unspecified)	0.4	-12	1	7	7	-0.5	7	0.3	-2
C=CC(=O)Nc1ccc(CN2C(=O)N(c3c(Cl)c(OC)cc(OC)c3Cl)Cc3cnc(NCCCCN(CC)CC)nc32)cc1	0.6	·	-63	7	0	-6.4	0	0.8	1
O=C(CN1C(=O)NC2(CCOc3ccccc32)C1=O)c1cccs1 (stereo unspecified)	·	10	-14	6	-13	3.9	1	-1.3	2
CC(=O)Nc1ccc(NS(=O)(=O)c2ccc(C)cc2)c([N+](=O)[O-])c1	-1.9	5	3	5	5	-1.6	6	3.3	4
NC(=O)CC(NC(=O)c1ccc(Br)cc1)c1ccc(N2CCC(Br)CC2)c([N+](=O)[O-])c1 (stereo unspecified)	-2.1	-5	2	15	3	0.0	-10	-1.5	3
O=C(COC(=O)C12CC3CC(CC(C3)C1)C2)NC12CC3CC(CC(C3)C1)C2	4.0	-2	?	2	1	-2.0	3	0.5	0
CCCCCn1c(=O)c(C(=O)c2ccccc2)nc2ccccc21	0.0	0	3	-5	4	-3.6	4	-3.6	-1
CC(=O)NC(CCS(C)(=O)=O)C(=O)Nc1cccc(C)c1C (stereo unspecified)	-2.2	3	1	5	6	0.7	1	-1.3	-1
O=C(COC(=O)CCCCCN=C1NS(=O)(=O)c2ccccc21)Nc1ccc(Cl)c(Cl)c1	·	5	2	3	40	-3.8	-125	2.9	-3
Cc1cc(C)c(C(=O)COC(=O)C2CCN(c3ccc(C(F)(F)F)cn3)CC2)cc1C	-1.3	-2	-5	12	-13	-4.8	6	-0.2	2
COc1cc(OC)cc(C2=NC3(CCC(C)CC3)NC2=S)c1 (stereo unspecified)	-1.7	1	-15	14	9	-4.4	-14	-2.8	-1
C/C(CC(=O)Nc1c(Cl)cccc1C(F)(F)F)=N\NC(=O)c1cnccn1	0.6	-5	3	6	2	-1.4	-8	-2.5	4
CCOC(=O)COc1c(Cl)cc(C2NC(=S)NC(c3ccccc3)=C2C(C)=O)cc1OC (stereo unspecified)	·	9	1	23	-8	-2.0	-10	0.5	-3
COc1ccc(C(=O)Nn2cnnc2)cc1OC	·	-4	-4	13	3	-0.7	-4	2.5	3
Cc1ccc(NC(=O)c2[nH]cnc2C(=O)NN)cc1	0.9	2	-3	1	5	-4.5	-16	-1.3	-3
O=c1c2ccccc2nc(SCc2nc(-c3ccccc3)no2)n1-c1ccc(F)cc1	-0.4	·	3	1	-17	0.9	-4	-0.3	0
CCCC(=O)Nc1c(C)nn(C(=O)CCC)c1C	2.5	-8	-7	-1	10	-0.1	5	-0.7	3
Cc1cc(C)n(-c2ccc(C(=O)OCC(=O)N(CC(C)C)C3CCS(=O)(=O)C3)cc2)n1 (stereo unspecified)	1.7	1	7	0	4	-2.6	-5	1.3	-4
O=C(Nc1ccccn1)c1ccc(Cl)c(S(=O)(=O)N2CCCCCC2)c1	0.4	-2	·	0	-8	-2.8	3	·	-2
CCOc1ccc(C(=O)NCC(=O)OCC(=O)N2CCC(C)CC2)cc1	-0.3	13	0	3	1	0.4	3	1.6	1
CCOc1cc([N+](=O)[O-])cc(/C=C2/NC(=O)N(Cc3ccccc3F)C2=O)c1O	·	-21	-11	7	5	?	-4	-1.7	-13
CCn1c(CSc2nnc(C)n2-c2ccccc2)nc2cc(S(=O)(=O)N(C)C)ccc21	0.9	-10	1	-5	1	-6.1	-1	-2.4	0
CCCNC(=O)N(CCOC)CC1CCCN(C2Cc3ccccc3C2)C1 (stereo unspecified)	-0.5	0	?	0	-1	-1.1	-3	-0.1	2
Cc1ccccc1NC(=O)Cc1nc(COC(=O)c2nc(Cl)ccc2Cl)cs1	-4.1	4	-12	1	-12	-1.1	-9	1.1	2
CCOC(=O)c1c(C2CC2)csc1NC(=O)CSCc1c(C)noc1C	-1.5	-4	3	1	-26	-2.0	-10	1.8	-2
Cc1c(NC(=O)C(C)OC(=O)/C=C/c2ccco2)c(=O)n(-c2ccccc2)n1C (stereo unspecified)	-0.6	-3	-4	4	0	-0.1	1	-2.4	0
CCOC(=O)c1ccc(Nc2nc(C)cc(=O)[nH]2)cc1	4.8	1	3	8	5	-2.1	-6	-0.3	0
Cc1cccc(-n2c(-c3ccccc3)nc3ccccc3c2=O)n1	1.3	-7	7	-1	2	-0.2	6	-1.4	0
COc1ccc(-c2[nH]ncc2CN2CCN(C3CCCCC3)C(=O)C2)cc1F	-0.2	-3	-4	-6	7	-4.0	7	1.8	-2
Cc1cc(=O)[nH]c(NN=Cc2c(Cl)cccc2Cl)n1	1.2	-7	-8	17	19	-2.9	·	·	-2
COc1cccc(-c2cc3nc(C)c(C)c(N4CCN(C(=O)c5ccoc5)CC4)n3n2)c1	·	-6	2	15	10	-1.3	·	·	3
COc1ccc(S(=O)(=O)Nc2ccccc2Cl)cc1NC(C)=O	·	1	6	7	-1	0.6	1	-1.2	1
Cc1ccn2c(=O)c(NC(=O)c3ccc(Br)o3)c(C)nc2c1	-1.6	8	0	25	4	1.5	3	-3.3	4
Cc1ccc(Cc2cc(C)n[nH]c2=O)cc1	0.4	0	·	7	7	-0.7	2	1.0	-1
CCN1CCN(C2=C(NS(=O)(=O)c3ccc(C)cc3)C(=O)c3ccccc3C2=O)CC1	-0.1	-52	2	3	-20	0.2	-26	0.7	1
COc1cccc(/C=N/n2nnnc2N)c1	·	2	-10	1	-12	-2.8	4	0.2	6
COc1ccc2c(C)cc(=O)oc2c1	-1.6	6	8	18	0	-1.0	·	·	55*
CCOC(=O)c1[nH]c2ccccc2c1NC(=O)c1ccc(S(=O)(=O)N2CCOCC2)cc1	0.8	-16	-8	-9	1	-0.4	9	3.0	0
Additional entries
SMILES	BioA inh	PrPC TRFRET	BoNT F protease	GDH-TPI counter	MazEF act	FadD28 binding	Rv3671c protease	Mtb UGM inh	FBA Mtb inh
CC1(C(=O)NS(=O)(=O)c2cccc(C#N)c2)CCN1C(=O)c1ccc(C2CCCCC2)cc1 (stereo unspecified)	0.6	3	-15	2	·	0.6	·	·	3
CCOC(=O)c1c(C)[nH]c(C)c1C(=O)COC(=O)c1ccc(Cl)c(S(=O)(=O)NCc2ccccc2)c1	-1.8	-10	-1	0	1	-5.5	-24	7.1	2
CN1CCCC1CCOC(C)(c1ccccc1)c1ccc(Cl)cc1 (stereo unspecified)	48*	-14	-3	-5	6	-7.3	·	·	-5
COc1ccc(CN2CCN(C(=O)c3ccco3)CC2)cc1	0.5	-3	-15	-8	-3	-3.7	-7	0.6	-1
CC(C)(C)C(=O)NC(=O)Nc1ccccc1C(F)(F)F	·	-11	-3	-8	-6	-2.0	1	-1.8	-1
CC(C)C(=O)NNc1ccccc1	·	5	-8	-8	12	-3.1	15	2.0	-1
COc1cccc(CN(C)CC(=O)Nc2sc3c(c2C#N)CCC3)c1	·	4	-5	2	-4	-0.2	9	0.8	-2
CCCn1c(SCC(=O)c2cc(C)n(-c3cc(C)on3)c2C)n[nH]c1=O	0.0	11	4	-3	9	-1.9	·	·	1
CC(C)(C)NC(=O)[C@]1(C)CCC[C@@]2(C)C3CC[C@@]4(C)C[C@]3(CCC21)CC4=O (stereo partly specified)	0.1	0	-1	-1	0	-3.6	1	-2.5	2
COC(=O)C(C)Sc1nc2c([nH]c3ccccc32)c(=O)n1C (stereo unspecified)	·	-6	-10	10	6	-0.4	2	1.1	2
Cc1ccc(NS(=O)(=O)c2ccc(OCC(=O)N3CCN(C)CC3)cc2)cc1	-0.5	6	2	6	3	-0.2	-15	-1.3	2
CN(C(=O)Cn1cc(C(F)(F)F)cc(Cl)c1=O)C1CCS(=O)(=O)C1 (stereo unspecified)	-2.5	3	2	5	-1	-2.0	0	-0.4	-2

Some of these compounds in order of SMILES length, falling.
SMILES	BioA inh	PrPC TRFRET	BoNT F protease	GDH-TPI counter	MazEF act	FadD28 binding	Rv3671c protease	Mtb UGM inh	FBA Mtb inh
CCOC(=O)c1c(C)[nH]c(C)c1C(=O)COC(=O)c1ccc(Cl)c(S(=O)(=O)NCc2ccccc2)c1	-1.8	-10	-1	0	1	-5.5	-24	7.1	2
CC1(C(=O)NS(=O)(=O)c2cccc(C#N)c2)CCN1C(=O)c1ccc(C2CCCCC2)cc1 (stereo unspecified)	0.6	3	-15	2	·	0.6	·	·	3
CN(C(=O)Cn1cc(C(F)(F)F)cc(Cl)c1=O)C1CCS(=O)(=O)C1 (stereo unspecified)	-2.5	3	2	5	-1	-2.0	0	-0.4	-2
COc1cccc(CN(C)CC(=O)Nc2sc3c(c2C#N)CCC3)c1	·	4	-5	2	-4	-0.2	9	0.8	-2
COc1ccc(CN2CCN(C(=O)c3ccco3)CC2)cc1	0.5	-3	-15	-8	-3	-3.7	-7	0.6	-1
CC(C)C(=O)NNc1ccccc1	·	5	-8	-8	12	-3.1	15	2.0	-1
